Pin1 inh: human Pin1 inhibition; AID 504891; hit rate 0.009% among 390,000; Pin1 FP peptide displacement, HiFluor488, 10 min; Q13526; Potency, µM (highest dose often 115 µM), for inactives: at the top dose activity, negative = inhibition, most hits filed as inhibitors; active means well fitted inhibition curve with a large enough effect in the polarisation, with a control signal flat, not every such curve was filed as active; inconclusive means small, poorly fitted or top-dose-only effect, or effect the other way, or a change in a side signal; inactive means no such curve, though single readings can be large or run the other way; the % refers to the polarisation
GLS inh: blocks human kidney-isoform glutaminase activity; GLS enzymatic activity, qHTS titration; O94925; Potency, µM (series often up to 45.5 µM), without a hit: at the top dose activity change, negative = inhibition, usual class: inhibitors; hit rate 0.21% among 410,000
Target sequence (O94925 whole entry, looked up, canonical isoform): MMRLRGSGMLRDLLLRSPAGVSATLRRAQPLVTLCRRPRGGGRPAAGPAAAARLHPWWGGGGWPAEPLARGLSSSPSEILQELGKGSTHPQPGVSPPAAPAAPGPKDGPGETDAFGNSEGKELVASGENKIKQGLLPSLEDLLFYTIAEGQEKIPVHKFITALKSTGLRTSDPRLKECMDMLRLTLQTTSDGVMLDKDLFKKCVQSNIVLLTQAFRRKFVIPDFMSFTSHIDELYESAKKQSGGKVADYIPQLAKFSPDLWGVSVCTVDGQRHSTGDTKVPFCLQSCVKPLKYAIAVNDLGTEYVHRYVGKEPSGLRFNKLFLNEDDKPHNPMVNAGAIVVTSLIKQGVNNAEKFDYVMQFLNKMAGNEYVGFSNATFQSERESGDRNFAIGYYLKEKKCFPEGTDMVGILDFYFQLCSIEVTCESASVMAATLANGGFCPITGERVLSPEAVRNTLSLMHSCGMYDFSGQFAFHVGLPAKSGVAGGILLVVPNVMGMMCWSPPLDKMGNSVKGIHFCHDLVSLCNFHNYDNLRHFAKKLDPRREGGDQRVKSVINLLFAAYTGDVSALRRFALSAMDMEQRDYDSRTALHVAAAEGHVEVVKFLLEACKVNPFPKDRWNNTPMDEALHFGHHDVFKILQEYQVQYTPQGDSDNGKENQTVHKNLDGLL
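Assay buffer: 45 mM KH2PO4 pH 8.2, 0.02% Tween-20. hKGA acts on L-glutamine (1 mM solution added); product glutamate is reported by an oxidase/peroxidase Amplex Red coupling, with fluorescence taken at baseline and 30 min.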
G9a inh: inhibitors of human histone lysine methyltransferase G9a; G9a H3K9 monomethylation, AlphaScreen, 2 h; Potency, µM (titrated, usually from 102 µM), for the others: at the highest dose activity, negative = inhibition, actives largely listed as inhibitors; hit rate 8.8% among 350,000; AID 504332; further: nearly all actives have a fitted effect of over 75% in size
Target sequence (Q96KQ7 913-1193 limits assumed): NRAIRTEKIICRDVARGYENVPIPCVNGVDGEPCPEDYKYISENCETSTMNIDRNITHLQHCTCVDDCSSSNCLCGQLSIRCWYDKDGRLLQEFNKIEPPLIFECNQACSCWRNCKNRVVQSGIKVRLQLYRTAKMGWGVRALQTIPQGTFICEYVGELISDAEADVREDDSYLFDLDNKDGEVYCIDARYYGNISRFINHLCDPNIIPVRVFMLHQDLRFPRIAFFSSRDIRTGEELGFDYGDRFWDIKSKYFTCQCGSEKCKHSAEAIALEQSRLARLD
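G9a (20 nM) preincubated 15 min RT with compounds, then 500 nM biotinylated H3K9 peptide and 20 uM SAM added; 2 h RT reaction. Monomethyl-H3K9 product detected by AlphaScreen with anti-H3K9me1 antibody, streptavidin donor and anti-rabbit IgG acceptor beads.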
BAZ2B block: BAZ2B (human) inhibition. AlphaScreen BAZ2B-H3K14Ac peptide displacement. Potency, µM (series often up to 114 µM), for inactives: at the highest dose activity change, negative = inhibition, usual class: inhibitors. hit rate 4.4% among 360,000. AID 504333; further: nearly all actives have a fitted effect of over 60% in size
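Inhibition is scored as reduced AlphaScreen emission. The BAZ2B/b-H3(5-23)K14Ac complex (50 nM each) in PBS pH 7.4, 0.01% Tween-20 meets compound (up to 110 uM) for 30 min at RT before bead addition.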
* hit, by the source's call; ? = inconclusive; nt = not tested or not shown; & = joins results of further samples; [ ] = dose if it differs, or a comment. Unless noted, the call rests on the fitted dose curve; in most records, active means well fitted curve in the direction sought with a large enough effect; inconclusive means small, poorly fitted or top-dose-only effect, or another doubt; inactive means no such curve, though single readings can be large; an effect the other way counts as inactive or inconclusive. On the % scale 0 is the no-effect control and ±100 the full control effect; potency means the concentration at half of the fitted maximal effect.

SMILES | Pin1 inh | GLS inh | G9a inh | BAZ2B block
NC(=O)C1CCN(c2ncc(-c3cccc(N4CCOCC4)c3)s2)CC1 | -3% | nt | nt | nt
CN(C)c1ccc(-c2csc(N3CCC(C(N)=O)CC3)n2)cc1 | 15% | nt | nt | nt
NC(=O)C1CCN(c2nccc(-c3ccc(Br)cc3)n2)CC1 | 2% | nt | nt | nt
CC(C)N1CCc2c(sc(NC(=O)c3ccccc3)c2-c2nc3ccccc3s2)C1 | ? | nt | nt | nt
CC(=O)N1CCN(c2nc(-c3ccc(Br)cc3)cs2)CC1 | -6% | nt | nt | nt
Cc1ccc([S+](=O)([O-])Nc2nn3c(=O)c4ccccc4nc3s2)cc1C | 0% | nt | nt | nt
CC[C@H]1OC(=O)C[C@@H](O)[C@H](C)[C@@H](O[C@@H]2O[C@H](C)C[C@H](N(C)C)[C@@H]2O)[C@@H](CC=O)C[C@@H](C)C(=O)/C=C\[C@]2(C)O[C@H]2[C@@H]1C | nt | 2% | nt | nt
O=S(O)CNc1ccc(S(=O)(=O)c2ccc(NCS(=O)O)cc2)cc1 | nt | -9% | nt | nt
Nc1c(CC(=O)O)cccc1C(=O)c1ccccc1 | nt | -1%&7% | nt | nt
C[N+](C)(CCCCCC[N+](C)(C)C1c2ccccc2-c2ccccc21)C1c2ccccc2-c2ccccc21 | nt | -4% | nt | nt
CC1=C(C(=O)OCCN(Cc2ccccc2)c2ccccc2)C(c2cccc([N+](=O)[O-])c2)C(P2(=O)OCC(C)(C)CO2)=C(C)N1 (centres undefined) | nt | 0% | nt | nt
CC(C)CC(NC(=O)CNC(=O)C(Cc1ccc(O)cc1)NC(=O)C(CO)NC(=O)C(Cc1c[nH]c2ccccc12)NC(=O)C(Cc1cnc[nH]1)NC(=O)C1CCC(=O)N1)C(=O)NC(CCCN=C(N)N)C(=O)N1CCCC1C(=O)NCC(N)=O (centres undefined) | nt | 35%[activator] | nt | nt
NC[C@@H]1O[C@@H](O[C@H]2[C@@H](O)[C@H](O[C@@H]3[C@@H](O)[C@@H](N)C[C@H](N)[C@H]3O[C@H]3O[C@H](CN)[C@@H](O)[C@@H](O)[C@H]3N)O[C@H]2CO)[C@H](N)[C@@H](O)[C@@H]1O | nt | -7% | nt | nt
CC(=O)C1(O)CCC2C3CC(C)C4=CC(=O)CCC4(C)C3CCC21C (centres undefined) | nt | -14% | nt | nt
CCN(CC)C(=O)C1CCCN(Cc2cccc(Cl)c2)C1 (centres undefined) | nt | 8% | nt | nt
C[N+](C)(C)CCOP(=O)(O)OP(=O)([O-])OCC1OC(n2ccc(N)nc2=O)[C@H](O)[C@@H]1O (some centres undefined) | nt | -1% | nt | nt
CN=C(NC)NCc1ccccc1 | nt | -4% | nt | nt
CCCOC(=O)c1cc(O)c(O)c(O)c1 | nt | 62%[activator] | nt | nt
CO/N=C1/CC2(CC3CC(C/C=C(/C)CC(C)/C=C\C=C4\COC5C(O)C(C)=CC(C(=O)O3)C45O)O2)OC(/C(C)=C/C(C)C)C1C (centres undefined) | nt | -2% | nt | nt
NCCCC[C@H](NC(=O)[C@@H]1CCCN1C(=O)[C@@H]1CSSC[C@H](NC(=O)CNC(=O)CNC(=O)CN)C(=O)N[C@@H](Cc2ccc(O)cc2)C(=O)N[C@@H](Cc2ccccc2)C(=O)N[C@@H](CCC(N)=O)C(=O)N[C@@H](CC(N)=O)C(=O)N1)C(=O)NCC(N)=O | nt | 27% | nt | nt
CCOC(=O)Cc1cccc(-c2cc(CCCCCCc3ccc(O[C@H]4O[C@H](COC(C)=O)[C@@H](OC(C)=O)[C@H](OC(C)=O)[C@@H]4OC(C)=O)c(-c4cccc(CC(=O)OCC)c4)c3)ccc2O[C@H]2O[C@H](COC(C)=O)[C@@H](OC(C)=O)[C@H](OC(C)=O)[C@@H]2OC(C)=O)c1 | nt | 4% | nt | nt
CCC(C)C1OC2(C=CC1C)CC1CC(C/C=C(\C)C(OC3CC(OC)C(OC4CC(OC)C(NC(C)=O)C(C)O4)C(C)O3)C(C)/C=C/C=C3\COC4C(O)C(C)=CC(C(=O)O1)C34O)O2 (centres undefined) (tested in a mixture with another compound) | nt | -2% | nt | nt
OC(CN1CCCCC1)c1cc(-c2ccccc2)on1 (centres undefined) | nt | 1% | nt | nt
CCOC(=O)CCC(=O)OC1C(OC2C(C)C(OC3CC(C)(OC)C(O)C(C)O3)C(C)C(=O)OC(CC)C(C)(O)C(O)C(C)C(=O)C(C)CC2(C)O)OC(C)CC1N(C)C (centres undefined) | nt | 0% | nt | nt
FC(F)(F)c1ccc(Cl)c(Nc2nnc(-c3ccncc3)s2)c1 | nt | -7% | nt | nt

Additional records.
SMILES | Pin1 inh | GLS inh | G9a inh | BAZ2B block
CC[C@H](c1ccccc1)c1noc(CCN(CC)CC)n1 | nt | 6% | nt | nt
CCOC(=O)c1ccc(-c2ccc3ncnc(N(C)Cc4sccc4C)c3c2)o1 | nt | -5% | nt | nt
CCOC(=O)CN[C@@H](C(=O)N1CC[C@H]1C(=O)NCc1ccc(/C(N)=N/O)cc1)C1CCCCC1 | nt | 23% | nt | nt
CCCCCCCC/C=C\CCCCCCCC(=O)OC[C@@H](O)[C@H]1OC[C@H](O)[C@H]1O | nt | 5% | nt | nt
OCC1OC(OC2C(CO)OC(OC3C(CO)OC(O)C(O)C3O)C(O)C2O)C(O)C(O)C1O (centres undefined) | nt | 0% | nt | nt
CC(=O)O[C@@H]1C(=O)O[C@H]2[C@@H]1OC(=O)[C@@H]2OC(C)=O | nt | 0% | nt | nt
CCCCCCCC[N+](C)(C)CCCCCCCC | nt | -4%&2% | nt | nt
Cc1ccc(C2(O)CCN(CCCC(=O)c3ccc(F)cc3)CC2)cc1 | nt | -2% | nt | nt
O=C(O)c1cccc(/C=C2/C[C@@H]3[C@@H](/C=C/[C@@H](O)C4CCCCC4)[C@H](O)C[C@@H]3O2)c1 | nt | -1% | nt | nt
C[C@@H](O[C@H]1OCCN(Cc2n[nH]c(=O)[nH]2)[C@@H]1c1ccc(F)cc1)c1cc(C(F)(F)F)cc(C(F)(F)F)c1 | nt | -1% | nt | nt
CC[C@H](C)[C@H](NC(=O)[C@H](CO)NC(=O)[C@H](CC(N)=O)NC(=O)[C@H](CC(C)C)NC(=O)[C@H](Cc1ccc(O)cc1)NC(=O)[C@H](CCCCN)NC(=O)[C@H](CCCCN)NC(=O)[C@@H](NC(=O)[C@H](C)NC(=O)[C@H](CCSC)NC(=O)[C@H](CCC(N)=O)NC(=O)[C@H](CCCCN)NC(=O)[C@H](CCCNC(=N)N)NC(=O)[C@H](CC(C)C)NC(=O)[C@H](CCCNC(=N)N)NC(=O)[C@@H](NC(=O)[C@H](Cc1ccc(O)cc1)NC(=O)[C@H](CC(N)=O)NC(=O)[C@H](CC(=O)O)NC(=O)[C@@H](NC(=O)[C@H](Cc1ccccc1)NC(=O)[C@@H](NC(=O)[C@H](C)NC(=O)[C@H](CC(=O)O)NC(=O)[C@H](CO)NC(=O)[C@@H](N)Cc1c[nH]cn1)C(C)C)[C@@H](C)O)[C@@H](C)O)C(C)C)C(=O)N[C@@H](CC(C)C)C(=O)N[C@@H](CC(N)=O)C(=O)O | nt | 13% | nt | nt
CN[C@@H]1CCc2[nH]c3ccc(C(N)=O)cc3c2C1 | nt | 33%[activator] | nt | nt
CC(C)N(Cc1ccccc1)C(C)C (tested in a mixture with another compound) | nt | 1% | nt | nt
CCCCCCCCCCCCCCCC(=O)OCCC1CCN(CCCN2c3ccccc3Sc3ccc(S(=O)(=O)N(C)C)cc32)CC1 | nt | -2% | nt | nt
[2H]c1c([2H])c([2H])c2c([nH]c(=S)n2C2CCN(CCCC(=O)c3ccc(F)cc3)CC2)c1[2H] | nt | 8% | nt | nt
CC(C)OC(=O)c1cc2c(OC[C@@H](O)CNC(C)(C)C)cccc2[nH]1 | nt | -1% | nt | nt
CN1CCN(C2=Nc3ccccc3Cc3ccccc32)CC1 | nt | 6% | nt | nt
CCC(=O)C(Cc1ccccc1)(Cc1ccccc1)CC(C)N(C)C (centres undefined) | nt | 3%[72.5 µM] | nt | nt
COc1cc([C@@H]2c3cc4c(cc3[C@@H](O[C@@H]3O[C@@H]5CO[C@@H](C)O[C@H]5[C@H](O)[C@H]3O)[C@H]3COC(=O)[C@H]23)OCO4)cc(OC)c1OP(=O)(O)O | nt | -14% | nt | nt
CCCCCCCC(=O)CC[C@H]1[C@@H](C/C=C/CCCC(=O)OC(C)C)[C@@H](O)C[C@H]1O | nt | -4% | nt | nt
CS(=O)(=O)OCCCNCCCOS(C)(=O)=O | nt | 3% | nt | nt
CC(=O)O[C@H]1CC[C@@]2(C)C(=CCC3C2CC[C@]2(C)C(c4cccnc4)=CCC32)C1 (some centres undefined) | nt | -1% | nt | nt
Cc1cscc1-c1ccc(C(=O)Nc2c(C)cccc2C)o1 | nt | ? | nt | nt
COc1cccc(OC)c1NC(=O)c1ccc(-c2cc(Cl)ccc2Cl)o1 | nt | 4% | nt | nt
CCC[C@@H]1CC(C(=O)NC(C2O[C@H](SC)C(OP(=O)(O)O)[C@H](O)[C@H]2O)[C@H](C)Cl)N(C)C1 (some centres undefined) | nt | -1% | nt | nt

3 records drawn at random from the list so far:
SMILES | Pin1 inh | GLS inh | G9a inh | BAZ2B block
NC(=O)C1CCN(c2nccc(-c3ccc(Br)cc3)n2)CC1 | 2% | nt | nt | nt
CC1=C(C(=O)OCCN(Cc2ccccc2)c2ccccc2)C(c2cccc([N+](=O)[O-])c2)C(P2(=O)OCC(C)(C)CO2)=C(C)N1 (centres undefined) | nt | 0% | nt | nt
COc1cccc(OC)c1NC(=O)c1ccc(-c2cc(Cl)ccc2Cl)o1 | nt | 4% | nt | nt

Continued.
SMILES | Pin1 inh | GLS inh | G9a inh | BAZ2B block
CC(C)=CCC/C(C)=C\CC/C(C)=C\CC/C=C(\C)CC/C=C(\C)CCC=C(C)C | nt | 6% | nt | nt
CCCN(CC)[C@@H](CC)C(=O)Nc1c(C)cccc1C | nt | 3% | nt | nt
CCN1CCN(CCNC(=O)C2CCN(Cc3nc(-c4ccc(Cl)cc4)oc3C)CC2)CC1 | nt | nt | -10% | 6%
O=C(Nc1ccccc1-c1ccccc1)C(=O)Nc1ccccc1-c1ccccc1 | nt | nt | 10%[12.7 µM] | ?
COc1ccc(CNC(=O)c2sc3nc4c(c(C(F)(F)F)c3c2N)CCC4)cc1 | nt | nt | 21%[59 µM] | 6%
Cc1c(-c2cc[n+]([O-])cc2)oc2ccc(Br)cc2c1=O | nt | nt | -6% | -20%
Cc1cc(C)c2c(=O)n(CC(=O)N3CCC(Cc4ccccc4)CC3)sc2n1 | nt | nt | 1.6µM* | 1%
Cn1c2cc(B(O)O)sc2c2cnn(Cc3c(F)cccc3F)c(=O)c21 | nt | nt | -2%[12.7 µM] | 3%
CCc1cc2c(=O)c(-c3cscn3)coc2cc1OC | nt | nt | 5% | 24%
COc1cccc(C(=O)NCC2CCCO2)c1 (centres undefined) | nt | nt | ? | 9%
CCOCCCNC(=S)NCCCNc1nc2ccc(C)cc2cc1C#N | nt | nt | ? | -1%
CC12CN3CC(C)(CN(C1)C31C(=O)N(Cc3ccccc3)c3ccccc31)C2=O (centres undefined) | nt | nt | -5% | 0%
CCCN1C(=O)/C(=C/c2ccc(C)o2)NC1=S | nt | nt | 7.9µM* | ?
O=C1[C@H]2[C@H]3[C@H](O)[C@H](O)C/C(=N\OC[C@@H](O)COCc4ccco4)[C@@H]3CC[C@H]2C(=O)N1c1ccc(F)cc1F | nt | nt | 50µM* | -33%
NC1=NC(c2cn[nH]c2-c2ccc(F)cc2)n2c(nc3ccccc32)N1 (centres undefined) | nt | nt | 5% | -8%
CN1CCN(c2ccc([N+](=O)[O-])cc2/C=N/NC(=O)c2cccc([N+](=O)[O-])c2)CC1 | nt | nt | ? | 4%
COc1ccc(-c2[nH]ncc2CN(Cc2nccn2C)C(C)C)cc1F | nt | nt | -39% | -6%

Structures shown so far containing bromine, in the order listed:
SMILES | Pin1 inh | GLS inh | G9a inh | BAZ2B block
NC(=O)C1CCN(c2nccc(-c3ccc(Br)cc3)n2)CC1 | 2% | nt | nt | nt
CC(=O)N1CCN(c2nc(-c3ccc(Br)cc3)cs2)CC1 | -6% | nt | nt | nt
Cc1c(-c2cc[n+]([O-])cc2)oc2ccc(Br)cc2c1=O | nt | nt | -6% | -20%

Only part of the results is shown; rates above refer to the full screens.
